OX1R antag-1: antagonists of human orexin 1 receptor (OX1R) | O43613 | OX1R-expressing cells, FRET antagonist read-out | inhibition, % at 6.6 µM | actives 1.8% (n = 330,000) | AID 485270; in the data active = inhibition mostly above about 38%, no sharp cut-off; inactive = mostly below about 40%;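 note: 0% = agonist challenge alone and 100% = reference antagonist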
Target sequence (O43613 whole entry, looked up): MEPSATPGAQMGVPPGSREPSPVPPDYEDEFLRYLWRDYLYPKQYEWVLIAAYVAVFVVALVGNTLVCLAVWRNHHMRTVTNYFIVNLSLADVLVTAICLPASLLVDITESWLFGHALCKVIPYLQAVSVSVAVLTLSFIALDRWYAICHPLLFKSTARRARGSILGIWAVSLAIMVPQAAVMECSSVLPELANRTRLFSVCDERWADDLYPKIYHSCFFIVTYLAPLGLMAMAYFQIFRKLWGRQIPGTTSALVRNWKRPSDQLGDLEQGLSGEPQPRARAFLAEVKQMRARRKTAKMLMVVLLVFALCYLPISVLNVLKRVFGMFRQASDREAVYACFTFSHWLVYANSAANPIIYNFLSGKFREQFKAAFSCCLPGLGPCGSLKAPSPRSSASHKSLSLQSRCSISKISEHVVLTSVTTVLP
STK33 inh: inhibitors of human STK33 kinase | Q9BYT3 | purified STK33, MBP phosphorylation, ADP-Glo luminescence | inhibition, % at 10 µM | actives 0.073% (n = 320,000);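 active = inhibition at or above 25%, using the most active replicate where run in duplicate; inactive = inhibition below 25%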
Target sequence (Q9BYT3 whole entry, looked up): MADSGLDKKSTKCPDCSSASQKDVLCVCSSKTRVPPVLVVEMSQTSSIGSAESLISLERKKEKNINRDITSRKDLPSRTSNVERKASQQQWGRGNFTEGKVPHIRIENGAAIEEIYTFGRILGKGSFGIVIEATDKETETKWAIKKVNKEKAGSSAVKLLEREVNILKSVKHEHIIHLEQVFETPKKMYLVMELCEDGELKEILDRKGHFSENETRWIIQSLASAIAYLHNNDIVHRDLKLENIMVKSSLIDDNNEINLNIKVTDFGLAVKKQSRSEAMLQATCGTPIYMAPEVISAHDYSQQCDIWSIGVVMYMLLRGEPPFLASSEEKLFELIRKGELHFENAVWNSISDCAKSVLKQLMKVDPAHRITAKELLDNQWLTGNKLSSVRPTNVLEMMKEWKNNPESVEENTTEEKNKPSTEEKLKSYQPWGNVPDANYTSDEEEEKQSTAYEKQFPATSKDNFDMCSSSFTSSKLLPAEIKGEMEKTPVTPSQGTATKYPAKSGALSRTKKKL
OX1R antag-2: antagonists of human orexin 1 receptor. O43613. CHO/OX1R cells, Fluo-8 calcium fluorescence, orexin A. inhibition, % at 5 µM. actives 0.43% (n = 330,000). AID 434989;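 active = inhibition above its plate's threshold, mean inhibition of all tested compounds on the plate plus 3 SD, cut at about 37% in these data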;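 note: 0% = orexin A challenge wells and 100% = SB-334867-A antagonist wells; not every result past the cut was called active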
* hit, by the source's call.

`CC(NC(=O)c1ccccc1)c1nc2ccccc2n1Cc1ccc(C#N)cc1` (stereo not given) gave OX1R antag-1 25, STK33 inh -0.2 and OX1R antag-2 -13.
`CCN1CNC(=S)N(Cc2ccccc2)C1` gave OX1R antag-1 -3, STK33 inh -1.5 and OX1R antag-2 11.
For CN(C)c1ccc(/C=N/NC(=O)CN2CCCCC2)cc1Br the results were OX1R antag-1 9, STK33 inh -1.6 and OX1R antag-2 -15.
Screening CCOC(=O)c1sc2nc(NC(=O)C(C)(C)C)sc2c1C returned OX1R antag-1 23, STK33 inh -0.7 and OX1R antag-2 -31.
Cc1cc(NC(=O)c2noc3c2CCCCC3)nn1Cc1ccc(Cl)cc1 was read as OX1R antag-1 0, STK33 inh 0.1 and OX1R antag-2 -33.
`COc1ccccc1Oc1ccc2c(c1)C(=O)N(c1ccc(O)cc1)C2=O` gave OX1R antag-1 8, STK33 inh -0.4 and OX1R antag-2 13.
CCSc1nc2cc(C(=O)OC)ccc2c(=O)n1CC was read as OX1R antag-1 10, STK33 inh -2.7 and OX1R antag-2 -7.
Cc1cc(NC(=O)Cn2cc([N+](=O)[O-])cn2)no1 was read as OX1R antag-1 3, STK33 inh 0.2 and OX1R antag-2 -2.
`CCn1cnc2c(NCCc3cccnc3)nc(C#N)nc21` gave OX1R antag-1 11, STK33 inh 0.0 and OX1R antag-2 -3.
`CC(C)c1nc(C#N)c(NCCCn2ccnc2)o1` gave OX1R antag-1 1, STK33 inh -1.6 and OX1R antag-2 -9.
For O=C(Nc1ccccc1)Nc1ccccc1Br the results were OX1R antag-1 26, STK33 inh 0.5 and OX1R antag-2 -12.
CCN1Cc2ccccc2-c2ccccc2S1(=O)=O was read as OX1R antag-1 17 and OX1R antag-2 1.
Screening CCOC(=O)C1=NN(C(=O)Nc2ccc(OC)cc2)C2C(=O)N(c3cccc(C(F)(F)F)c3)C(=O)C12 (stereo not given) returned OX1R antag-1 26, STK33 inh -1.5 and OX1R antag-2 -5.
Screening COC(=O)CC1C(=O)NCCN1C(=S)Nc1ccc(F)cc1 (stereo not given) returned OX1R antag-1 8, STK33 inh -0.7 and OX1R antag-2 3.
Screening Cc1ccc(C(=O)OCC(=O)c2c[nH]c3ccccc23)cc1NC(=O)c1ccco1 returned OX1R antag-1 50, STK33 inh -0.2 and OX1R antag-2 -9.
`CN1CCN(C=Nc2nc3ccccc3nc2N2CCCC2)CC1` gave OX1R antag-1 39, STK33 inh -0.6 and OX1R antag-2 -14.
Screening Nc1ccc2oc(=O)c3ccccc3c2c1 returned OX1R antag-1 38, STK33 inh 1.8 and OX1R antag-2 -14.
Cc1cc([N+](=O)[O-])cc2ncccc12 was read as OX1R antag-1 69*, STK33 inh 1.1 and OX1R antag-2 0.
Screening CCOc1ccc(-n2c(SCC(=O)Nc3cc(C)on3)nnc2-c2c[nH]c3ccccc23)cc1 returned OX1R antag-1 7, STK33 inh 1.2 and OX1R antag-2 -5.
For CC(/C=C/c1ccco1)=N\NC(=O)CNc1ccc2ccccc2c1 the results were OX1R antag-1 4, STK33 inh -1.5 and OX1R antag-2 0.
For Cc1cccc(N(CC(=O)N2CCCC2)S(=O)(=O)c2ccccc2)c1C the results were OX1R antag-1 9, STK33 inh 0.5 and OX1R antag-2 -8.
Cc1nnc(SCC(=O)Nc2ccc(Cl)cn2)n1Cc1ccccc1 was read as OX1R antag-1 14, STK33 inh -1.2 and OX1R antag-2 -14.
CCn1c(SCC(=O)c2ccc(CNC(C)=O)o2)nnc1-c1cccs1 was read as OX1R antag-1 13, STK33 inh 0.1 and OX1R antag-2 -20.
For Cc1cc(C)nc(SC2c3cccc4cccc(c34)C2NS(=O)(=O)c2ccccc2)n1 (stereo not given) the results were OX1R antag-1 22 and OX1R antag-2 -6.
Screening CCOc1cc(S(=O)(=O)N(CC)CC)ccc1Cl returned OX1R antag-1 23, STK33 inh -1.3 and OX1R antag-2 -19.
Screening CCN(c1ccccc1)S(=O)(=O)c1ccc(Cl)c(NC(=O)COC(=O)c2ccc[nH]c2=O)c1 returned OX1R antag-1 27, STK33 inh 1.9 and OX1R antag-2 -7.
O=C(CNS(=O)(=O)c1ccc(Br)cc1Cl)OCC(=O)c1ccc[nH]1 was read as OX1R antag-1 16, STK33 inh -2.2 and OX1R antag-2 -9.
COCCNC(=O)Cn1nc(C(F)(F)F)cc1C was read as OX1R antag-1 9, STK33 inh -2.4 and OX1R antag-2 -10.
O=C(OCC(=O)N1CCCCCC1)c1n[nH]c(=O)c2ccccc12 was read as OX1R antag-1 18, STK33 inh -1.4 and OX1R antag-2 -7.
`CCOc1ccc2nc(NC(=O)Cn3cnc4c3c(=O)n(C)c(=O)n4C)sc2c1` gave OX1R antag-1 3, STK33 inh -0.9 and OX1R antag-2 -17.
Screening CC1CCCC(NC(=O)COC(=O)c2cccnc2Cl)C1C (stereo not given) returned OX1R antag-1 -1, STK33 inh -1.3 and OX1R antag-2 -15.
For COC(=O)c1ccc(Nc2ncnc3c2cnn3-c2cccc(C)c2)cc1 the results were OX1R antag-1 18, STK33 inh 0.2 and OX1R antag-2 -21.
CN1CCN(c2ccc(C(CC(N)=O)NC(=O)Cc3ccc(Br)cc3)cc2[N+](=O)[O-])CC1 (stereo not given) was read as OX1R antag-1 10, STK33 inh -1.3 and OX1R antag-2 -19.
`CCCC(=O)NC(Nc1ccc(S(=O)(=O)Nc2cc(C)on2)cc1)(C(F)(F)F)C(F)(F)F` gave OX1R antag-1 21, STK33 inh -1.6 and OX1R antag-2 -8.
Screening C=CCc1cc(/C=N/NC(=O)CSc2nnc(CCCc3ccc(OC)cc3)o2)cc(OC)c1O returned OX1R antag-1 5, STK33 inh -1.2 and OX1R antag-2 -13.
`Cc1ccccc1NS(=O)(=O)c1ccc(OCCNS(C)(=O)=O)cc1` gave OX1R antag-1 0, STK33 inh -1.5 and OX1R antag-2 8.
For Cc1ccc(-n2c(CNc3ccc(F)cc3)nnc2SCC(N)=O)cc1 the results were OX1R antag-1 14, STK33 inh -1.8 and OX1R antag-2 -13.
`COCC(=O)Nc1sc2c(c1C(=O)OC)C(C(=O)OC)CC2` (stereo not given) gave OX1R antag-1 10, STK33 inh 0.3 and OX1R antag-2 -20.
Screening CN(Cc1ccc(Cl)cc1)C(=O)c1ccc(S(=O)(=O)NCc2ccco2)cc1 returned OX1R antag-1 34*, STK33 inh -0.5 and OX1R antag-2 9.
Screening CCC(=O)Nc1ccc(S(=O)(=O)NCC2CCCO2)cc1 (stereo not given) returned OX1R antag-1 7, STK33 inh -2.4 and OX1R antag-2 -3.

As a working copy, some entries already given.
For Cc1cccc(N(CC(=O)N2CCCC2)S(=O)(=O)c2ccccc2)c1C the results were OX1R antag-1 9, STK33 inh 0.5 and OX1R antag-2 -8.
Cc1nnc(SCC(=O)Nc2ccc(Cl)cn2)n1Cc1ccccc1 was read as OX1R antag-1 14, STK33 inh -1.2 and OX1R antag-2 -14.
CCn1c(SCC(=O)c2ccc(CNC(C)=O)o2)nnc1-c1cccs1 was read as OX1R antag-1 13, STK33 inh 0.1 and OX1R antag-2 -20.
For Cc1cc(C)nc(SC2c3cccc4cccc(c34)C2NS(=O)(=O)c2ccccc2)n1 (stereo not given) the results were OX1R antag-1 22 and OX1R antag-2 -6.
Screening CCOc1cc(S(=O)(=O)N(CC)CC)ccc1Cl returned OX1R antag-1 23, STK33 inh -1.3 and OX1R antag-2 -19.
Screening CCN(c1ccccc1)S(=O)(=O)c1ccc(Cl)c(NC(=O)COC(=O)c2ccc[nH]c2=O)c1 returned OX1R antag-1 27, STK33 inh 1.9 and OX1R antag-2 -7.
O=C(CNS(=O)(=O)c1ccc(Br)cc1Cl)OCC(=O)c1ccc[nH]1 was read as OX1R antag-1 16, STK33 inh -2.2 and OX1R antag-2 -9.
COCCNC(=O)Cn1nc(C(F)(F)F)cc1C was read as OX1R antag-1 9, STK33 inh -2.4 and OX1R antag-2 -10.
O=C(OCC(=O)N1CCCCCC1)c1n[nH]c(=O)c2ccccc12 was read as OX1R antag-1 18, STK33 inh -1.4 and OX1R antag-2 -7.

Following part.
O=C(CCCO)CCCCCCCCC[C@H]1N[C@H](CO)[C@@H](O)[C@@H]1O was read as OX1R antag-1 10, STK33 inh -1.6 and OX1R antag-2 4.
CC1CC(CCN)(c2ccccc2)C(C)CN1C (stereo not given) was read as OX1R antag-1 7, STK33 inh -0.7 and OX1R antag-2 -5.
Screening Cc1cc2[nH]cnc2c([N+](=O)[O-])c1C returned OX1R antag-1 7, STK33 inh 2.5 and OX1R antag-2 -8.
For CCOc1ccc(C(=O)Nc2cccc(-n3cnnn3)c2)cc1OCC the results were OX1R antag-1 9, STK33 inh -0.9 and OX1R antag-2 -5.
Screening O=C(NCCCN1CCN(c2ccccc2F)CC1)C1CCC(=O)N1C1CCCCC1 (stereo not given) returned OX1R antag-1 5, STK33 inh -1.7 and OX1R antag-2 -25.
For O=C(O)c1cccc(NC(=O)c2ccc(Cl)c(S(=O)(=O)N3CCCCCC3)c2)c1 the results were OX1R antag-1 18, STK33 inh -0.7 and OX1R antag-2 17.
Screening CCN1CCN(C(=O)C(C)Nc2ccc(OC)cc2OC)CC1 (stereo not given) returned OX1R antag-1 17, STK33 inh 0.6 and OX1R antag-2 -8.
For O=C(Nc1cccc(C(=O)O)c1)/C(=C/c1ccccc1)NC(=O)c1cccc(Br)c1 the results were OX1R antag-1 7, STK33 inh 3.7 and OX1R antag-2 -11.
O=C(Nc1ccncc1)c1ccc(NS(=O)(=O)c2ccc3[nH]c(=O)[nH]c3c2)cc1 was read as OX1R antag-1 27, STK33 inh 3.4 and OX1R antag-2 -5.
Screening O=C1C2C3C=CC(C2C(=O)N1C1CCCCC1)C1C(=O)N(C2CCCCC2)C(=O)C31 (stereo not given) returned OX1R antag-1 20, STK33 inh 4.3 and OX1R antag-2 -24.
Screening NC(=S)N(c1ccccc1)c1ccccc1 returned OX1R antag-1 -3, STK33 inh -0.6 and OX1R antag-2 -4.
`Cc1nc(C(=O)NNC(=O)c2ccc(Cl)cc2)cs1` gave OX1R antag-1 27, STK33 inh -0.6 and OX1R antag-2 -4.
For CCCn1c(SCC(=O)Nc2cccc(S(=O)(=O)NC3=NCCCCC3)c2)nc2ccccc2c1=O the results were OX1R antag-1 15, STK33 inh -1.3 and OX1R antag-2 -40.
`Cc1cc(NC(=O)Cn2cnc3c2c(=O)n(C)c(=O)n3C)n(-c2ccccc2)n1` gave OX1R antag-1 7, STK33 inh -0.5 and OX1R antag-2 -10.
For Cc1cccc(NC(=O)c2cccc(S(=O)(=O)Nc3ccccc3C(=O)O)c2)c1 the results were OX1R antag-1 24, STK33 inh -0.9 and OX1R antag-2 -10.
For Cc1ccc(C)c(SCC(=O)NC(=O)NC2CCCC2)c1 the results were OX1R antag-1 7 and OX1R antag-2 -26.
For N#Cc1ccc(C23CC4(C2)[C@H](CN(Cc2ccc(C(F)(F)F)cc2)[C@@H]4c2ccccc2)C3c2ccccc2)cc1 (stereo not given in full) the results were OX1R antag-1 36, STK33 inh -0.8 and OX1R antag-2 -21.
`Cc1cc2occ(CC(=O)N(C)CC(=O)Nc3c(C)cccc3C)c2cc1C` gave OX1R antag-1 29, STK33 inh -2.1 and OX1R antag-2 1.
Screening O=C(COC(=O)c1ccccn1)NC(=O)c1ccccc1 returned OX1R antag-1 7, STK33 inh -0.2 and OX1R antag-2 -6.
Cc1nn(C)c(C)c1/C=N/NC(=O)c1csc2ccccc12 was read as OX1R antag-1 40, STK33 inh -0.3 and OX1R antag-2 -9.
Cc1ccc(Cn2c(N3CCN(CCO)CC3)nc3c2c(=O)n(C)c(=O)n3C)cc1 was read as OX1R antag-1 16, STK33 inh 0.0 and OX1R antag-2 -5.
For Cc1ccc2[nH]c3c(=O)n(CCN4CCNCC4)cnc3c2c1 the results were OX1R antag-1 17, STK33 inh 0.7 and OX1R antag-2 -29.
For FC(F)(F)c1cc(Cl)c2nnc(C(F)(F)Cl)n2c1 the results were OX1R antag-1 15, STK33 inh -0.7 and OX1R antag-2 15.
For N#CCc1cccnc1Sc1ccc(Cl)cc1 the results were OX1R antag-1 16, STK33 inh -5.2 and OX1R antag-2 -11.
For COC(=O)C(Cc1c[nH]c2ccccc12)NC(=O)C1CC1 (stereo not given) the results were OX1R antag-1 13, STK33 inh 2.8 and OX1R antag-2 -3.
Cc1cc(Cl)c(OCCOCCN2CCN(C)CC2)c(Br)c1 was read as OX1R antag-1 10, STK33 inh -0.6 and OX1R antag-2 -7.
`CCCCCNC(=O)c1cn(CC)c2cc(N3CCN(C)CC3)c(F)cc2c1=O` gave OX1R antag-1 4, STK33 inh 0.7 and OX1R antag-2 -4.
For CC[C@]12c3[nH]c4ccccc4c3CCN1C(=O)C(CC(=O)NCCN1CCOCC1)C[C@@H]2C(=O)N1CCN(C(=O)c2ccco2)CC1 (stereo not given in full) the results were OX1R antag-1 1, STK33 inh -0.2 and OX1R antag-2 -5.
Cc1ccc(C(=O)Nc2nc3n(n2)C(c2ccccc2)CC(=O)N3)cc1 (stereo not given) was read as OX1R antag-1 9, STK33 inh -0.6 and OX1R antag-2 -11.
`CC1(CCc2ccccc2)NC(=O)N(CC(=O)Nc2c(F)cccc2F)C1=O` (stereo not given) gave OX1R antag-1 2, STK33 inh -1.3 and OX1R antag-2 5.
O=C(COC(=O)c1ccccc1NC(=O)c1ccco1)NCC1CCCCC1 was read as OX1R antag-1 19, STK33 inh 0.1 and OX1R antag-2 -34.
For COc1ccc(Cl)cc1NC(=O)/C=C/C(=O)O the results were OX1R antag-1 7, STK33 inh 3.4 and OX1R antag-2 -14.
COC(=O)c1cc(C(=O)NCC2CCCCC2)cc([N+](=O)[O-])c1 was read as OX1R antag-1 23, STK33 inh 0.0 and OX1R antag-2 -21.
`CCNc1nc(OC)nc(Oc2ccc(=O)n(-c3ccccc3)n2)n1` gave OX1R antag-1 11, STK33 inh -2.6 and OX1R antag-2 -9.

Source: PubChem
